CHO-K1 Ca antag = nonselective inhibitor or artifact in parental CHO-K1 cells | AID 602250 | actives 0.6% (n = 360,000) | inhibition, % at 3 µM | ATP-induced calcium, Fluo-8 fluorescence;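 active means inhibition above a per-plate cutoff, the plate's mean sample inhibition plus 3 SD, cut at about 24% in these data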;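 further: 0% = DMSO plus EC80 ATP and 100% = DMSO alone without ATP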
M1 ag parental = nonselective activator or artifact in parental CHO-K1 cells; Fluo-8 calcium fluorescence; scaled to maximal ATP response, vehicle zero; actives 0.48% (n = 360,000); activation, % at 3 µM; in the data active means activation above about 15%;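 further: untransfected CHO-K1 host cells lacking M1 receptor as counterscreen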
GPR7 antag = blocks human GPR7 receptor signaling; GPR7-expressing cells, fluorescence antagonist assay; inhibition, % at 4.4 µM; actives 1.1% (n = 290,000); in the data active means inhibition above about 16%, passing the limit was not always enough;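 further: cells stimulated with the agonist NPW; 0% = agonist with vehicle and 100% = vehicle without agonist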
M1 PAM parental = nonselective activator or artifact in parental CHO-K1 calcium assay | ATP EC20, Fluo-8 calcium fluorescence; 0% at ATP EC20, 100% at ATP max | activation, % at 3 µM | actives 0.02% (n = 360,000) | AID 602247;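 active means activation above the run cutoff, the mean activation of all test compounds plus 3 SD, cut at about 40% in these data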;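 further: peak over basal fluorescence ratio in a 140 s read after ATP addition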
V1R ag counter = counter-screen for oxytocin receptor agonists: human V1a receptor agonists; P37288; CHO-V1R cells, Fluo-8 calcium fluorescence, agonist mode; 0% DMSO, 100% 3 nM vasopressin; activation, % at 3 µM; actives 0.25% (n = 320,000);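 active means activation above the mean activation of all tested compounds plus 3 SD, per screening run, cut at about 20% in these data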;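 further: signal is peak over basal fluorescence ratio across a 100 second FLIPR read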
Target sequence (P37288 whole entry, looked up): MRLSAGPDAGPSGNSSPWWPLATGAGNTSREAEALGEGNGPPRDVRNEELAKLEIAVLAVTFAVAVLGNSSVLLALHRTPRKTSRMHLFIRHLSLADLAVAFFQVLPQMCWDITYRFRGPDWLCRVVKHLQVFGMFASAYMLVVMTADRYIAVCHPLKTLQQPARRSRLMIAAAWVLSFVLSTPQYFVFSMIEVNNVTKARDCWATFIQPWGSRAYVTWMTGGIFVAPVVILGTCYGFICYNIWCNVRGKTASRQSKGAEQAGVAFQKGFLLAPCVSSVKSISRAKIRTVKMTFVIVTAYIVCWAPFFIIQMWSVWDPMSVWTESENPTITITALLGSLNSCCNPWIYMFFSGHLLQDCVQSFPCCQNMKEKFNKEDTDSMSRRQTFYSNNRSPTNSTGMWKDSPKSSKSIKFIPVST
OXTR potentiator = human OXTR potentiation | P30559 | CHO-OTR cells, Fluo-8 calcium fluorescence, potentiator mode; 0% = oxytocin EC15, 100% = EC100 | AID 2445 | actives 0.061% (n = 320,000) | activation, % at 3 µM;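 active means activation above that plate's cutoff, the mean activation of tested compounds plus 3 SD, cut at about 6.6% in these data, passing the limit was not always enough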;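 further: 100% uses oxytocin at 75 nM as the full agonist control; some results filed as inactive read as strong as hits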
Target sequence (P30559 whole entry, looked up): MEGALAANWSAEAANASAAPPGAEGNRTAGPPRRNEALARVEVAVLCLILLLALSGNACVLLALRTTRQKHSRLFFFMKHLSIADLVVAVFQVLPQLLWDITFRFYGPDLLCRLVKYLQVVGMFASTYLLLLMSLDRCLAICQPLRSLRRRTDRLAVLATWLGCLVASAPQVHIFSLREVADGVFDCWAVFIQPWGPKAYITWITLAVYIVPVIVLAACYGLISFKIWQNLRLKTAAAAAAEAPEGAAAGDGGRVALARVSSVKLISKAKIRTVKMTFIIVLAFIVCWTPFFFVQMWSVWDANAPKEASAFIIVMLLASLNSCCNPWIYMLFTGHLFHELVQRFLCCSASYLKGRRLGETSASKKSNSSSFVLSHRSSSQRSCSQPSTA
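Dosing: Single dose, 3.0 µM nominal final compound concentration | Material: Human OTR in CHO cells | Technique: Kinetic Fluo-8 calcium fluorescence | Benchmarks: EC15 oxytocin alone as 0%, 75 nM oxytocin as 100% | Probe or stimulus: Oxytocin at about EC15, sub-maximal agonist stimulus | Incubation: Compound 6 min at room temperature before oxytocin, 100 s read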
OXTR agonist = human OXTR agonism | P30559 | CHO-OTR cells, Fluo-8 calcium fluorescence; normalized: DMSO 0%, oxytocin 100% | activation, % at 3 µM | actives 0.32% (n = 320,000) | AID 2435;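 active means activation above the mean of all tested compounds plus 3 SD, cutoff set per screening run, cut at about 20% in these data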;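 further: peak over basal fluorescence ratio from a 100 s FLIPR kinetic read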
CHO parental Ca = counter-screen for OX1R antagonists: effect in parental CHO cells; parental CHO-K1, ATP-induced calcium, Fluo-8 fluorescence; inhibition, % at 5.6 µM; actives 0.63% (n = 330,000); AID 463079;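 active means inhibition above that plate's mean sample inhibition plus 3 SD, cut at about 26% in these data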;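 further: 0% = ATP-challenged DMSO wells and 100% = DMSO wells without ATP; some compounds past the cut are filed as inactive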
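material = parental CHO cells | also added = ATP as calcium-mobilizing challenge | dosing = single point at 5.6 µM | detection = intracellular calcium via Fluo-8 no-wash fluorescent dye | read-out = % inhibition | benchmarks = low control ATP plus DMSO, high control DMSO only | repeats = one well per compound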
TAAR1 antag = antagonists of human TAAR1; Q96RJ0; CHO RD-HGA16 TAAR1, Fluo-8 calcium fluorescence, antagonist; inhibition, % at 3 µM; actives 1.5% (n = 360,000);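 active means inhibition above a per-plate cutoff, the mean inhibition of test compounds on that plate plus 3 SD, cut at about 49% in these data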;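 further: 0% = DMSO plus EC80 beta-PEA response and 100% = DMSO alone without agonist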
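test system = CHO RD-HGA16 cells bearing hTAAR1 | replication = singlicate | controls = DMSO-only wells and EC80 β-PEA-stimulated wells | reagent = EC80 β-phenethylamine stimulus | read-out basis = percent inhibition of PEA-evoked calcium signal, max/basal emission ratio | schedule = seeding 17-24 h prior, 75-min 37 °C, 30-min RT dye loading | signal = kinetic Fluo-8 calcium fluorescence measurement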
Numbers without * were called inactive; . = not tested or not shown.

Structure	CHO-K1 Ca antag	M1 ag parental	GPR7 antag	M1 PAM parental	V1R ag counter	OXTR potentiator	OXTR agonist	CHO parental Ca	TAAR1 antag
CC1=NNC(=O)C1CC(=O)N/N=C(/C)c1cccc([N+](=O)[O-])c1 (stereo unspecified)	-6	0.3	3	-5	0.2	-8	1.3	-7	-12
O=c1c2cc3c(=O)n(-c4ccccc4O)c(=O)c3cc2c(=O)n1-c1ccccc1O	-12	-0.3	-2	9	1.6	0	0.2	6	4
CSc1nc(C)c(C(=O)C[n+]2ccccc2)cc1C#N	-10	0.2	1	16	-1.3	1	1.3	-4	-12
Cc1cc2c(N=NC(=O)CCc3ccccc3)c(O)[nH]c2cc1Br	-10	-0.2	-2	16	1.6	-8	-1.0	-12	-14
O=C(Cc1ccc([N+](=O)[O-])cc1)N/N=C/c1cccnc1	-26	0.8	.	-9	-2.0	-5	1.5	-8	-10
Cc1cc(C)cc(NC(=O)N2CCC(NC(=O)c3ccco3)CC2)c1	-8	1.6	-1	8	0.4	2	1.1	-3	-9
COc1ccc(Nc2nc(C)c3ccccc3n2)cc1	-12	0.0	-6	30	-2.3	2	-2.2	-15	2
N#CCc1c(C#N)c(N)nc(N2CCN(S(=O)(=O)c3ccccc3)CC2)c1C#N	12	1.3	7	-6	-0.1	-16	0.9	9	12
CN1C(=O)N(CC(=O)c2ccc3c(c2)OCO3)C(=O)C12CCCCC2	-5	1.5	.	15	.	.	.	.	3
Cc1cccc(NC(=O)N2CCC(NC(=O)C3CCCCC3)CC2)c1	-11	0.3	-20	9	1.5	-4	-0.1	-5	-4
NC(c1csc(Nc2ccc(C(F)(F)F)cn2)n1)C1CCCCC1 (stereo unspecified)	-7	1.6	.	13	.	.	.	.	20
N/C(=N\OC(=O)c1ccc([N+](=O)[O-])cc1)c1ccc(Br)cc1	-13	0.3	-18	9	1.7	3	0.2	-3	-13
CCc1nnc(N2C(=N)SCC2=O)s1	4	0.6	2	13	-0.4	-2	0.3	-11	-5
O=C(Cc1ccccc1)NCC(=O)N1CCc2ccccc2C1	-4	-0.3	-5	4	0.0	-9	-0.4	-11	-7
CCc1[nH]nc(C(=O)N2CCCC(CNS(=O)(=O)c3cccs3)C2)c1C (stereo unspecified)	-19	1.4	1	14	-0.4	-10	0.0	-6	-2
COc1ccc(CNC(=O)CCC(=O)n2ncc3cc(C)ccc32)cc1	24*	-0.1	1	-7	0.4	3	-0.5	-8	-18
O=C(CN1C(=O)c2ccccc2S1(=O)=O)NCCSCc1ccccc1Cl	2	1.5	7	-12	5.0	-11	2.8	-9	-2
CC(C)(C)C(=O)Nc1cc(C(F)(F)F)ccc1N1CCOCC1	3	-0.6	-10	1	-0.2	-3	-2.2	-14	16
Cc1ccc(C)c(NC(=O)CCOc2ccccc2)c1	9	0.1	2	13	.	.	.	.	-2
Cc1cc(C)c(C)c(S(=O)(=O)N2CCC(C(=O)N3CCCC3)CC2)c1C	7	0.8	.	-9	0.7	0	-2.0	-23	5
c1ccc(Oc2cccc(OCCn3cncn3)c2)cc1	-11	0.2	-4	7	1.0	0	0.2	-1	3
CCOc1c(N2CC(C)OC(C)C2)c(=O)c1=O (stereo unspecified)	-1	0.5	-11	9	-0.4	-8	0.6	-8	-28
O=C(/C=C/c1ccccc1[N+](=O)[O-])N1CCOCC1	-3	0.0	12	0	0.4	-7	0.0	-9	0
Cc1ccc(N(CC(=O)NC2CCCCC2C)S(=O)(=O)c2c(C)nn(C)c2C)cc1 (stereo unspecified)	-10	1.0	4	-4	0.2	-5	-0.5	-14	-7
COc1ccc(C(NC(=O)C(C)(C)C)NC(=O)C(C)(C)C)cc1	-3	0.1	12	8	0.0	4	-0.3	-7	-6

Next section, overlapping the part above by 3 compounds.
Structure	CHO-K1 Ca antag	M1 ag parental	GPR7 antag	M1 PAM parental	V1R ag counter	OXTR potentiator	OXTR agonist	CHO parental Ca	TAAR1 antag
O=C(/C=C/c1ccccc1[N+](=O)[O-])N1CCOCC1	-3	0.0	12	0	0.4	-7	0.0	-9	0
Cc1ccc(N(CC(=O)NC2CCCCC2C)S(=O)(=O)c2c(C)nn(C)c2C)cc1 (stereo unspecified)	-10	1.0	4	-4	0.2	-5	-0.5	-14	-7
COc1ccc(C(NC(=O)C(C)(C)C)NC(=O)C(C)(C)C)cc1	-3	0.1	12	8	0.0	4	-0.3	-7	-6
CC1=NNC(=O)/C1=C\c1cn(-c2ccccc2)nc1-c1cccs1	31*	8.6	12	-6	1.9	-15	3.7	63*	86*
CCOC(=O)CNC(=S)N(Cc1ccco1)Cc1ccccc1Cl	7	-0.1	-4	-8	-1.1	-1	-1.9	-28	-3
CCCOC(=O)CCCCC1SCC(NC(=O)OC)C1NC(=O)OC (stereo unspecified)	-25	-0.3	-3	2	0.0	-9	0.6	4	-33
CSc1nncc(-c2ccc(F)cc2)n1	-12	0.6	0	25	0.0	-7	-0.2	0	-20
COC(=O)c1c(N)n(CCCN2CCOCC2)c2nc3ccccc3nc12	-1	0.5	1	-3	0.4	-8	0.1	-5	3
COc1ccc(NC(=S)Nc2cnc3ccccc3c2)c(OC)c1	-8	0.5	-5	3	1.8	0	1.6	-8	-12
CC(=O)N/C(=C\c1ccccc1)C(=O)OCc1cc(C)ccc1C	-8	0.5	13	7	3.9	-9	0.5	-1	3
Cc1cnc(Sc2ncccc2[N+](=O)[O-])nc1	-9	-0.2	-5	-1	0.9	3	-0.2	-13	-3
COC(=O)c1ccccc1NC(=O)N1CCN(c2ccccc2F)CC1	0	0.4	-11	10	3.6	-8	-1.3	-13	-8
CC(C)(C)c1nc2ccc(Cl)cn2c1CC1CCCCC1	2	-0.5	.	-5	.	.	.	.	-39
COC(=O)CC(NS(=O)(=O)c1cccs1)c1ccccc1Cl (stereo unspecified)	-5	0.1	-7	7	-0.3	-15	-0.1	5	-1
COCc1nnc(NC(=O)c2ccc(S(=O)(=O)N(C)C3CCCCC3)cc2)o1	-10	-0.2	-19	9	-0.6	-11	-1.0	-14	1
C[C@H](CO)N1C[C@H](C)[C@@H](CN(C)C(=O)NC2CCCCC2)Oc2ccc(NC(=O)NC3CCCCC3)cc2C1=O	-14	0.9	.	17	1.1	1	0.9	-7	-7
Cc1onc(-c2ccccc2)c1C(=O)NC(C)C1CCCO1 (stereo unspecified)	1	3.7	-2	12	0.0	-4	-0.7	-6	-3
O=C(Nc1sc2c(c1C(=O)O)CCCC2)c1cccs1	1	0.0	-7	-4	-1.1	1	-2.4	0	16
Cc1cccn2c(=O)c3cc(C(=O)NCCc4ccccc4)c(=N)n(Cc4ccco4)c3nc12	-21	2.6	20	9	-0.6	-7	-0.6	-9	1
COC(=O)c1nccnc1N	-7	0.1	.	-7	.	.	.	.	103*
O=C(Cc1c(F)cccc1Cl)OCC(=O)c1ccc[nH]1	-12	1.1	.	5	0.1	5	1.0	-14	11
C[C@H](N)C(=O)OCc1ccc([N+](=O)[O-])cc1	-3	0.8	-15	4	1.2	-1	0.9	4	-12
CC(=O)Nc1ccc(S(=O)(=O)Oc2ccccc2N2C(=O)C3C4CCC(C4)C3C2=O)cc1 (stereo unspecified)	-2	1.8	-2	-20	3.0	-4	2.7	-2	-11
Cc1nnc(NC(=O)CCC2CCCCC2)s1	-6	-0.2	.	9	.	.	.	.	-13
O=C1CCCN1CCCNS(=O)(=O)c1ccc(Br)cc1	1	-0.6	1	-1	0.2	0	-0.9	-2	-7
CC1=C(C(=O)N(C)C)CC(CC(=O)NCC2CCCCC2)C(=O)N1CCCN1CCCC1=O (stereo unspecified)	-4	0.0	.	10	.	.	.	.	-22
CCCCn1nc(NC(=O)c2cccs2)c2cc3ccccc3nc21	9	1.8	-13	10	-0.8	-4	-1.4	-25	27
COc1ccc(OC)c2nc3c(C(=O)NCCN(C)C)cccc3nc12	15	-0.3	.	-5	.	.	.	.	-13

Structure	CHO-K1 Ca antag	M1 ag parental	GPR7 antag	M1 PAM parental	V1R ag counter	OXTR potentiator	OXTR agonist	CHO parental Ca	TAAR1 antag
CCOc1ccc(NC(=O)CN(C)C(=O)C2=COCCO2)cc1OCC	-4	0.8	.	-4	1.1	-3	0.9	-5	-4
CC(=O)N1N=C(c2ccco2)CC1c1ccc(C)cc1 (stereo unspecified)	-12	0.6	0	28	0.7	-9	-0.5	-8	10
CC(=O)c1ccc(N2CCN(C(=O)c3cc4c(s3)CCCC4)CC2)cc1	-4	3.5	26*	-4	5.1	-6	0.6	-10	-5
COC(=O)C1=CN(C)C=C(C(=O)OC)C1c1ccsc1	-6	0.2	7	11	.	.	.	.	-7
C=CCn1c(CCNC(=O)c2ccccc2F)nnc1SCc1nc2ccccc2c(=O)[nH]1	-12	0.7	-9	15	-1.0	-2	-0.3	-15	-2
Cc1ccc(O)c(N)c1	-13	0.3	.	-10	1.6	-3	0.3	-9	.
CC1CCCN(C(=O)COC(=O)/C=C/c2ccc(C(F)(F)F)cc2)C1 (stereo unspecified)	-11	6.2	.	2	5.9	-11	6.4	-26	3
OC1C2CN3CCN(C2)CC1(Cc1ccccc1)C3 (stereo unspecified)	10	-0.1	-4	-9	-0.3	0	0.4	-6	2

Bioassay records (PubChem)
